# Screening data (PubChem)
# HCT116 bCat-KO = beta-catenin-lacking colon tumor cell growth suppression. HCT116 beta-catenin knockout viability, CellTiter-Glo, 60 h; hits give low values. viability, % at 10 µM. 140,000 compounds, 1.5% hits. AID 818;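 active = viability at or under a set limit, the compound median less 4 SD, cut at about 6% in these data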;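 note: 0% = Hyamine 1622 control at 20 µM and 100% = untreated cell control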
# Phagocytosis inh = blocks phagocytosis by macrophages | J774A.1 macrophage IgG-bead phagocytosis, imaging | inhibition, % at 5 µM | 110,000 compounds, 0.07% hits;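 active = inhibition above the mean of the plate negative controls plus 5 SD, cut at about 13% in these data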;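 note: phagocytic index as fraction of beads internalized from green versus red external bead signal; plate controls were DMSO negative control for no effect and cytochalasin-D positive control for full effect; some results beyond the cut were filed as inactive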
# MRP-1 activ = activates MRP-1; H69AR cells + doxorubicin, viability rescue, CellTiter-Glo; viability increase, % at 10 µM; 140,000 compounds, 0.61% hits;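 active = viability gain under doxorubicin at or above a set limit, the compound median plus 3 SD, cut at about 4.7% in these data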;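 note: MRP-1 overexpressing cells given doxorubicin 25 µM after compound pretreatment; 18-22 h compound pretreatment then 72 h with doxorubicin before readout; 0% = doxorubicin-only wells and 100% = vehicle-treated cells without doxorubicin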
# Measles CPE = protection of cells from measles virus | 140,000 compounds, 1.5% hits | protection (pct of control), % at 4 µM | Measles virus-infected cells, CPE protection, absorbance; in the data active = protection mostly above about 24%, no sharp cut-off; inactive = mostly below about 26%; note: some compounds called inactive have numbers as strong as hits
# Yeast lifespan up = yeast lifespan extension. S. cerevisiae growth with nicotinamide, OD615; deaD strain in restrictive glucose medium. inhibition of the nicotinamide effect, % at 10 µM. 130,000 compounds, 0.68% hits;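 active = inhibition above a set limit, placed 3 SD over the median of all compounds, cut at about 26% in these data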;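 note: 0% = nicotinamide-treated wells and 100% = cells grown without nicotinamide; some compounds called inactive have numbers as strong as hits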
#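 Assay system: engineered S. cerevisiae DeaD replicative-lifespan strain, galactose-grown log-phase cells; medium: restrictive CSMM-D dextrose medium; also added: nicotinamide, 1.5 mM, co-present with compound; schedule: 48 h compound exposure at 30 °C, humidified; detection: absorbance at 615 nm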
# E-sel TNF inh = blocks E-selectin expression induced by TNF alpha; 120,000 compounds, 0.71% hits; HUVEC TNFa-induced E-selectin immunofluorescence, high content; inhibition, % at 2 µM;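 active = inhibition above the batch mean plus 3 SD, and confirmed as a hit on visual image review, cut at about 43% in these data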;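 note: 0% = TNF-stimulated DMSO wells and 100% = unstimulated control wells; not every result past the cut was called active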
# HCT116 PTEN-null = suppresses growth of cells with PTEN deletion. 140,000 compounds, 1.2% hits. viability, % at 10 µM. HCT116 PTEN-null viability, CellTiter-Glo, 60 h; hits give low values;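 active = viability at or below a set limit, 4 SD under the median of all tested compounds, cut at about 3.7% in these data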;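 note: PTEN knockout HCT116 line with beta catenin targeted HCT116 as companion control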
# GALR2 blocker = antagonists of human galanin receptor 2 (GALR2). O43603. GALR2-expressing cells, antagonist mode. inhibition, % at 4 µM. 140,000 compounds, 0.39% hits. AID 828; in the data active = inhibition above about 27%;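 note: cells stimulated with galanin 1-16 at roughly its EC80; 0% = agonist challenge control and 100% = basal control without agonist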
# Target sequence (O43603 whole entry, looked up): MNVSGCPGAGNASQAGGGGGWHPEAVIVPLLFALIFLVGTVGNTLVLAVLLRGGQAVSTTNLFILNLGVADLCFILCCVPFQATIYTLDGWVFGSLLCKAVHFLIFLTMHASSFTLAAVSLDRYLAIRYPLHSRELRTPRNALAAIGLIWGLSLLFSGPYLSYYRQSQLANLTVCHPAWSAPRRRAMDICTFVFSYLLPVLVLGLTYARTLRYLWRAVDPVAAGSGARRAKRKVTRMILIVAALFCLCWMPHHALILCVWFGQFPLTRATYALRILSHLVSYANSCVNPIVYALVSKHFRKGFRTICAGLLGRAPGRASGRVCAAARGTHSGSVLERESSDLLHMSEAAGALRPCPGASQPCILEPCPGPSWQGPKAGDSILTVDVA
# NPY Y2 blocker = blocks the human neuropeptide Y Y2 receptor; NPY-Y2 expressing cells, antagonist mode; inhibition, % at 2.7 µM; 140,000 compounds, 0.99% hits; AID 793; in the data active = inhibition above about 17%;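 note: 0% = vehicle with agonist challenge and 100% = reference antagonist with challenge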
# Target sequence (P49146 whole entry, looked up): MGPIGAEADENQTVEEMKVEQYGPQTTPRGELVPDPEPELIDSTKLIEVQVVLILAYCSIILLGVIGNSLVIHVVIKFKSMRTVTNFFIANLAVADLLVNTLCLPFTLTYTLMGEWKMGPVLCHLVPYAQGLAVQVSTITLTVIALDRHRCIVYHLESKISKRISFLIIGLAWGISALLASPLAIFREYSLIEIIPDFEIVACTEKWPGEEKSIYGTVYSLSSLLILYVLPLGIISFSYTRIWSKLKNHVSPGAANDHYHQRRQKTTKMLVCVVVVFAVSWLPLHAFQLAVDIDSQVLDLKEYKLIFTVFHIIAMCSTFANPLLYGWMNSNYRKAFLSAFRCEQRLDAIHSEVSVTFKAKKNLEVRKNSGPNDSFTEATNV
# BB579 growth dn = chemicals that inhibit yeast BB579 growth in restrictive medium (lifespan-shortening candidates) | inhibition, % at 10 µM | 140,000 compounds, 0.51% hits | AID 804 | S. cerevisiae BB579 growth, OD615, 48 h;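 active = inhibition above a set limit, 3 SD over the mean compound inhibition, cut at about 44% in these data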; note: inactives centre near -24
#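 Test system: S. cerevisiae DeaD strain BB579 yeast; Medium: restrictive CSMM-D medium; Compound: one dose, 10 µM compound with 0.25% DMSO; Incubation: 4 h cell preincubation, 48 h compound exposure, 30 °C humidified; Signal: OD at 615 nm; Benchmarks: amphotericin B at 10 µg/mL as positive control.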
# Numbers without * were called inactive; nt = not tested or not shown.
SMILES,HCT116 bCat-KO,Phagocytosis inh,MRP-1 activ,Measles CPE,Yeast lifespan up,E-sel TNF inh,HCT116 PTEN-null,GALR2 blocker,NPY Y2 blocker,BB579 growth dn
O=C(N/N=C/C1C(c2ccccc2)C1(Cl)Cl)c1cccc(Cl)c1 (stereo not given),55,-1,-5.1,8,-2,-6,60,9,6,-31
C/C(=N\Nc1cc(Cl)nc(C)n1)c1ccccc1,96,nt,0.2,8,-22,-75,81,12,3,-46
COc1cccc(Nc2nc3ccccc3n3nnnc23)c1,88,0,-1.7,26,-14,8,84,12,9,-87
CC1=NN(c2ccc(C)cc2)C(=O)/C1=C\c1ccc(Br)s1,75,7,-3.1,3,-3,-1,79,-7,10,-27
COC(=O)c1cn(C)c2ccc(S(=O)(=O)N3CCCC3)cc2c1=O,95,nt,-1.7,16,-20,nt,90,-4,0,-20
Cc1ccc(OCCSc2nnc(-c3ccncc3)n2C)cc1,101,0,-3.8,1,-8,4,108,7,2,7
Cc1ccc(CNC(=O)N[C@@H](Cc2ccccc2)C(=O)O)cc1,93,-1,-1.4,9,4,11,98,1,7,-71
Fc1cccc(-c2oncc2-c2nnnn2-c2ccc(Cl)cc2)c1,93,nt,-2.1,12,nt,-54,94,-2,3,-57
Nc1c(-c2ccccc2)nc(Cl)nc1-c1ccccc1,78,-1,-1.5,9,-5,-5,82,17,1,-16
C=CCc1ccccc1OCC(O)CN1CCN(c2ccccc2F)CC1 (stereo not given),96,0,-3.5,6,-4,6,89,-12,5,0
Cc1cc(=O)[nH]c(-n2nc(C)cc2C)n1,44,3,-2.1,5,-26,-26,50,-2,1,81*
Cc1ccc(-n2c(C)cc(C)c(C#N)c2=O)cc1Cl,103,1,-2.6,10,-12,1,102,1,4,-21
CC(=O)COc1ncn(-c2ccccc2)n1,99,2,-0.7,3,-11,10,98,-11,1,4
CCNc1ccc(C2(O)C(=O)c3ccccc3C2=O)cc1,95,1,2.0,13,1,12,108,0,2,-30
O=C(c1cccnc1)N1C2C=CC(C2)C1(C(F)(F)F)C(F)(F)F (stereo not given),90,0,-1.1,23,-5,-23,106,9,0,-14
Cc1ccc(N/C=C/C(=O)C(C)(C)C)c(O)c1,75,1,-1.6,7,-5,-12,77,20,1,-16
Cc1cccc(NC(=S)N(CCN(C)C)Cc2cc3cccc(C)c3[nH]c2=O)c1,66,-5,-3.4,10,4,-5,70,7,8,-1
CCN(CC)c1nc2ccccc2nc1C(C#N)C(=O)NCCCOC (stereo not given),66,3,-2.5,5,-11,16,79,-4,5,-5
COc1ccc(C(=S)Nc2ccccc2)cc1,82,-1,0.9,3,-20,6,86,-1,3,-28
O=C(CSc1nnc(Cn2c(=O)sc3ccccc32)n1-c1ccccc1)N1CCCCCC1,89,nt,-3.7,4,-1,-15,86,18,4,-31
Cc1ccc(CN(C(=O)c2ccco2)C(C(=O)NC2CCCC2)c2ccc(N3CCOCC3)cc2)cc1 (stereo not given),94,nt,-2.9,17,-5,-15,93,-3,5,-26
COc1ccc(C2CC(c3cccs3)=NN2C(=S)Nc2ccccc2)cc1OC (stereo not given),85,-14,-2.6,8,0,13,76,6,4,-2
CC1(C)CC(=O)C2=C(C1)NC(=O)CC2c1cccc(F)c1 (stereo not given),86,nt,-3.2,43*,0,24,88,-1,3,1
CCOC(=O)c1ccc(NC(=O)C2(c3ccccc3)CCCC2)cc1,94,nt,2.1,8,-4,-52,105,-12,9,-24
CCOC(=O)c1sc(N2N=C(C)/C(=C\c3ccc(OCC(=O)OC)cc3)C2=O)nc1C,77,0,-1.3,9,3,nt,88,-1,1,-48
Cc1c(C(=O)O)sc(=S)n1CCOc1ccccc1,96,2,0.3,7,-7,nt,102,7,0,-16
COc1cc([N+](=O)[O-])ccc1N/C=C/C(=O)c1cccs1,75,1,-2.2,2,-14,17,73,15,1,-30
O=C(CSc1nc2ccccc2n1CC(=O)N1CCCC1)Nc1ccc2c(c1)OCO2,108,0,0.5,7,14,-55,112,8,1,-43
O=C(NCCc1ccccc1F)/C(=C/c1cccnc1)NC(=O)c1ccccc1,88,-8,-2.6,26,-3,nt,97,0,1,-9
Cc1ccc(C(C)C)c(OCC(=O)N2CCOCC2)c1,95,-2,-3.4,14,-6,-29,85,11,11,-2

# Some of the entries above in a different format.
# Under each structure: HCT116 bCat-KO, Phagocytosis inh, MRP-1 activ, Measles CPE, Yeast lifespan up, E-sel TNF inh, HCT116 PTEN-null, GALR2 blocker, NPY Y2 blocker, BB579 growth dn
Cc1ccc(N/C=C/C(=O)C(C)(C)C)c(O)c1
  75, 1, -1.6, 7, -5, -12, 77, 20, 1, -16
Cc1cccc(NC(=S)N(CCN(C)C)Cc2cc3cccc(C)c3[nH]c2=O)c1
  66, -5, -3.4, 10, 4, -5, 70, 7, 8, -1
CCN(CC)c1nc2ccccc2nc1C(C#N)C(=O)NCCCOC (stereo not given)
  66, 3, -2.5, 5, -11, 16, 79, -4, 5, -5
COc1ccc(C(=S)Nc2ccccc2)cc1
  82, -1, 0.9, 3, -20, 6, 86, -1, 3, -28
O=C(CSc1nnc(Cn2c(=O)sc3ccccc32)n1-c1ccccc1)N1CCCCCC1
  89, nt, -3.7, 4, -1, -15, 86, 18, 4, -31
Cc1ccc(CN(C(=O)c2ccco2)C(C(=O)NC2CCCC2)c2ccc(N3CCOCC3)cc2)cc1 (stereo not given)
  94, nt, -2.9, 17, -5, -15, 93, -3, 5, -26
COc1ccc(C2CC(c3cccs3)=NN2C(=S)Nc2ccccc2)cc1OC (stereo not given)
  85, -14, -2.6, 8, 0, 13, 76, 6, 4, -2
CC1(C)CC(=O)C2=C(C1)NC(=O)CC2c1cccc(F)c1 (stereo not given)
  86, nt, -3.2, 43*, 0, 24, 88, -1, 3, 1
CCOC(=O)c1ccc(NC(=O)C2(c3ccccc3)CCCC2)cc1
  94, nt, 2.1, 8, -4, -52, 105, -12, 9, -24
CCOC(=O)c1sc(N2N=C(C)/C(=C\c3ccc(OCC(=O)OC)cc3)C2=O)nc1C
  77, 0, -1.3, 9, 3, nt, 88, -1, 1, -48
Cc1c(C(=O)O)sc(=S)n1CCOc1ccccc1
  96, 2, 0.3, 7, -7, nt, 102, 7, 0, -16
COc1cc([N+](=O)[O-])ccc1N/C=C/C(=O)c1cccs1
  75, 1, -2.2, 2, -14, 17, 73, 15, 1, -30

# (more compounds)
SMILES,HCT116 bCat-KO,Phagocytosis inh,MRP-1 activ,Measles CPE,Yeast lifespan up,E-sel TNF inh,HCT116 PTEN-null,GALR2 blocker,NPY Y2 blocker,BB579 growth dn
O=C(O)c1ccc(COc2ccccc2[N+](=O)[O-])o1,100,6,1.3,13,2,nt,111,-2,2,-4
CC(C)OP(=O)(OC(C)C)C(Nc1ccccn1)c1ccc(F)cc1 (stereo not given),90,-11,0.8,5,8,nt,89,9,2,-41
CCCc1nnc2n1N=C(c1ccc(OC)c(OC)c1)CS2,87,nt,-4.1,12,-6,-12,81,-4,19*,-55
C/C(=N\NC(=O)c1ccoc1C)c1cccnc1,93,0,1.6,10,0,nt,95,7,8,-5
COc1cc(OC)cc(OCC(O)Cn2cnc(-c3ccccc3)c2)c1 (stereo not given),96,nt,-3.0,9,-1,-27,94,1,3,-30
COc1ccc(CCNc2nc(N3CCCCC3)nc(N3CCCCC3)n2)cc1OC,43,0,-3.3,4,-28,-19,48,-6,12,-57
O=C(CSc1nnc(-c2ccccn2)n1Cc1ccco1)c1ccccc1,72,0,-3.6,10,-2,nt,84,10,3,-34
CC(=O)N1SC(N)=NC1c1ccccc1 (stereo not given),100,-1,-1.4,15,-2,15,95,3,4,-41
COc1ccc(C(=O)/C=C/C(=O)N(Cc2ccccc2)C(C(=O)NC2CCCCC2)c2ccncc2)c(O)c1 (stereo not given),76,-13,-4.3,7,3,nt,71,4,0,-24
CC1=C(C(=O)OC(C)C)C(c2ccco2)NC(=O)N1 (stereo not given),85,nt,-1.5,14,-9,-7,94,-1,0,-28
O=C1CCc2cc(S(=O)(=O)NCCC(=O)NC3CCN(Cc4ccccc4)CC3)ccc2N1,94,-3,-1.7,2,-2,nt,106,11,2,-48
Clc1ccc(CN2C3=NCCN3c3ccccc32)cc1Cl,16,-1,-3.1,17,-7,30,19,12,18*,-11
CCCCCn1c(N2CCN(Cc3ccccc3)CC2)nc2c1c(=O)[nH]c(=O)n2C,74,nt,-4.8,17,-3,-4,64,-4,2,-21
Cn1c(=O)c2cc(S(=O)(=O)NCCC(=O)N3CC=C(c4ccccc4)CC3)ccc2n(C)c1=O,97,1,-1.9,5,-15,nt,86,0,1,21
COC(=O)Cc1c(O)ccn(Cc2ccccc2OC)c1=O,116,-1,-0.9,8,-19,-36,98,2,-1,-18
Cc1ccc(CNC(=O)/C=C/c2ccc(S(=O)(=O)NCc3ccco3)cc2)cc1,73,-5,-0.4,4,4,nt,77,1,11,-36
O=C(CCCc1nc(-c2ccccc2)no1)NCc1cccnc1,83,0,-1.5,11,-4,12,76,-7,3,-18
O=C(O)CCc1ccc(-c2ccc(Cl)cc2)n1CCC(=O)O,89,nt,-0.7,7,-6,-1,89,4,1,-13
Cc1cc(Cl)cc(C)c1OCC(=O)O,94,-1,0.3,15,-6,nt,96,nt,nt,-23
O=[N+]([O-])c1ccc(NNC(=S)Nc2ccccc2)cc1,93,1,-2.9,10,-7,-18,90,8,-5,-8
Cc1ccc(NC(=O)c2cc(-c3ccc(C)o3)nc3ccccc23)nc1,86,-1,-2.0,15,-9,11,75,-16,5,-27
Cc1cc(C)n(CC(O)CN2C(=O)NC(C)(C)C2=O)n1 (stereo not given),98,3,-2.7,3,2,6,84,-3,-3,-29
CCOC(=O)c1nnn(-c2nonc2-n2cccc2)c1CN1CCCCC1,66,-2,-1.8,48,-3,-14,60,-6,5,-39
O=C(O)CCC(=O)N1CCOc2ccc(Cl)cc21,95,nt,0.1,1,-11,nt,96,-7,0,-26
CC1(C)CC(=O)C(=CN2CCN(C(=O)c3ccco3)CC2)C(=O)C1,97,-1,0.8,7,3,nt,94,0,3,-54
O=C(c1cccs1)N1CCC(c2nc3ccccc3s2)CC1,90,-1,-4.1,7,-26,1,101,-1,1,-29
CCn1c(=O)cc(SCC(=O)NCC2CCCO2)c2ccccc21 (stereo not given),80,-1,-0.9,19,-10,28,82,-4,2,-53
COc1ccc(C(CC(=O)NCCN2CCOCC2)NS(=O)(=O)c2ccc(C)cc2)cc1 (stereo not given),103,0,-0.2,17,-4,12,95,5,-2,-27
CCc1nnc(NC(=O)CSc2ncc(-c3ccccc3)[nH]2)s1,107,1,0.6,3,-11,5,109,-13,3,3
O=C(Nc1cccnc1)C1CCCN1S(=O)(=O)c1ccc(Cl)c(Cl)c1 (stereo not given),84,-2,-1.3,10,-2,-40,89,3,-2,-17
